# Assay outcomes deposited in PubChem BioAssay by several laboratories.
# H69AR inhibit = blocks growth of human H69AR lung tumor cells. H69AR lung tumor viability, ATP luminescence, 72 h; stronger effect = lower value. viability, % at 10 µM. 85,000 compounds, 6% hits. AID 598;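 active = viability at or below 40%; inactive = viability above 40%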;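 note: multidrug resistant small cell line overexpressing MRP-1 efflux transporter; 100% = mean luminescence of untreated control wells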
# TNFa cytotox = toxic to HUVEC cells under TNF alpha stimulation | HUVEC TNFalpha-stimulated, Hoechst cell count, imaging | cell count reduction, % at 2 µM | 93,000 compounds, 0.17% hits | AID 848;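 active = cell count reduction exceeding the screen mean by over 5 SD, scaled to untreated wells per plate, cut at about 78% in these data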;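 note: cells counted after 24 h of TNF alpha exposure following the 1 h pretreatment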
# Smad3 inh = inhibitors of human Smad3 transcription factor binding. P84022. TR-FRET Smad3/Dy647-FoxH1 peptide binding, europium anti-His. inhibition, % at 25 µM. 88,000 compounds, 0.29% hits;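 active = compounds that reduce the energy-transfer binding signal between the protein and its labelled peptide by more than half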;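 note: 0% = Smad3 plus labelled peptide maximal FRET and 100% = peptide-only background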
# Target sequence (P84022 whole entry, looked up): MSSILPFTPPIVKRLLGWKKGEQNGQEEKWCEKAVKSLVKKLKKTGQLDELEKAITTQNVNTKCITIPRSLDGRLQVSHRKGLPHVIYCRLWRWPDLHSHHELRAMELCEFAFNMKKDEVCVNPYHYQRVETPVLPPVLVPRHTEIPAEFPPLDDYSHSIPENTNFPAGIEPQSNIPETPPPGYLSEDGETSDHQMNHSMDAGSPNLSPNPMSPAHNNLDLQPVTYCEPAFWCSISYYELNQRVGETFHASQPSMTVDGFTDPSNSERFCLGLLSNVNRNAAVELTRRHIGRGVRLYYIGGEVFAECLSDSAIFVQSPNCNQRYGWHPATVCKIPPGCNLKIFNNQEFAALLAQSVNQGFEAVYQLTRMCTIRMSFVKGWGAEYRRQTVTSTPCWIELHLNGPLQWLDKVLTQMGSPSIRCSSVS
# IL1B cytotox = HUVEC cytotoxicity counter-screen, IL-1B stimulated | 94,000 compounds, 0.41% hits | HUVEC cell count loss, Hoechst imaging | cell count reduction, % at 2 µM | AID 845;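 active = cell count reduction more than 3 SD above the screen-wide mean, cut at about 70% in these data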;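 note: normalized per plate to untreated control cells as the no-loss baseline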
# HUVEC inhibit = human endothelial cell proliferation inhibition | HUVEC proliferation, CellTiter-Glo luminescence, 72 h; stronger effect = lower value | AID 648 | viability, % at 10 µM (by protocol) | 86,000 compounds, 1.1% hits;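 active = viability at or below 30%; inactive = viability above 30%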;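 note: 100% = median luminescence of DMSO-only cell control wells on each plate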
# VCAM1 TNFa inh = reduces TNF alpha induced VCAM1 expression in HUVEC | HUVEC TNFa-induced VCAM-1 immunofluorescence, high-content imaging | inhibition, % at 2 µM | 95,000 compounds, 0.48% hits | AID 802;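 active = inhibition above the batch mean plus 3 SD, with images confirmed as a hit by eye, cut at about 37% in these data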;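 note: 0% = TNF-stimulated DMSO wells and 100% = unstimulated control wells; not every result past the cut was called active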
# Lung fibro prol = blocks proliferation of human lung fibroblasts. AID 719. viability, % at 10 µM. LL 47 human lung fibroblast viability, ATP luminescence; stronger effect = lower value. 85,000 compounds, 1.1% hits;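 active = viability at or below 50% in the single dose screen; inactive = viability above 50%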;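 note: compound exposure lasted 72 h before the ATP readout; 100% = median luminescence of untreated cell-only wells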
#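 Signal: luminescent ATP detection, CellTiter-Glo; assay system: LL 47 human lung fibroblasts; input: 1,150 cells/well; incubation: overnight cell rest, 72 h compound treatment at 37 °C; measure: % viability versus median cells-only luminescence; medium: IMEM growth medium with 15% fetal bovine serum; dosing: compound addition at 0.1% DMSO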
# PTK2B oligo ant = Pyk2 (human) oligomerization antagonism; Q293 cells, Pyk2 FERM NanoBiT luminescence; stronger effect = lower value; z-score (the deposit names both 25 µM and 10 µM); 99,000 compounds, 0.83% hits;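 active = Z-score of -3 or lower, scaled per plate to the spread of control and sample wells; inactive = z-score above -3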;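 note: negative z-score means lost luminescence so less FERM oligomerization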
# cytoskel mod = modifiers of cytoskeleton assembly; HUVEC TNFa F-actin phalloidin imaging, high content; 91,000 compounds, 0.18% hits; inhibition, % at 2 µM;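 active = inhibition above the batch mean plus 3 SD and confirmed as a hit by visual image inspection, cut at about 30% in these data, passing the limit was not always enough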; note: strong numbers were not always called active
# * hit, by the source's call; . = not tested or not shown; [ ] = remark or other dose. A portion of the library (hit frequency here may not be typical).
Molecule	H69AR inhibit	TNFa cytotox	Smad3 inh	IL1B cytotox	HUVEC inhibit	VCAM1 TNFa inh	Lung fibro prol	PTK2B oligo ant	cytoskel mod
CC1(C)Cc2cccc(OCC(N)=O)c2O1	102	21	11	-6	94	6	104	0.45	-21
CN(CCNS(=O)(=O)c1ccc2c(c1)oc(=O)n2C)Cc1ccccc1	95	.	-2	.	95	.	104	.	.
Cc1ccc(NC(=O)C2CCN(S(C)(=O)=O)CC2)cc1C	99	4	-16	-34	110	-5	105	0.82	-7
CCOC(=O)c1cc2sccc2n1CC(=O)Nc1ccc(OC)c(OC)c1	92	-26	5	37	81	13	91	-2.6	-9
CCOC(=O)c1sc(NC(=O)CSc2nnnn2-c2ccccc2)c(C(=O)OCC)c1C	58	-14	7[fluorescence artefact?]	0	67	2	76	1.7	13
Cc1ccccc1OCCCn1c(=O)sc2ccccc21	77	1	-17	-7	89	-1	98	-0.24	24
Cn1nnnc1SCC(=O)Nc1ccccc1C(=O)NCc1ccccc1	92	-22	1	-7	97	15	101	0.39	9
c1nc(NC2CCCC2)c2[nH]cnc2n1	74	.	1	.	98	.	94	.	.
CCCn1c(SCC(=O)NCc2ccco2)nc2c1c(=O)n(C)c(=O)n2C	100	19	0	81*	98	-6	97	0.03	-19
CCOc1ccc2cc(C#N)c(SCC(=O)N3CCOCC3)nc2c1	52	-6	-6	-22	111	-17	98	-0.51	-7
Cc1nc2ccc(NC(=O)c3ccc(F)c(S(=O)(=O)N4CCOCC4)c3)cc2s1	52	-2	-16	-13	81	1	109	0.11	0
Cc1cc[n+](-c2nc3ccccc3nc2C(=C=[N-])C#N)cc1	98	2	-4	-8	96	2	104	0.86	-30
Cc1cccc(N2CCN(C(=O)Cn3cccc3C(=O)c3ccccc3)CC2)c1C	82	3	7	1	92	11	102	-1	-18
COc1cccc(NC(=O)CSc2nnc(-c3ccc(C)cc3)o2)c1	79	20	16[fluorescence artefact?]	10	98	-4	106	.	-2
CCOC(=O)CC(=O)CSc1ccc2nnc(-c3ccc(F)cc3)n2n1	78	-21	-4	12	97	1	100	-0.81	1
CCN(CC)CCCn1c(C)cc2c(c1=O)C(c1ccc(OC)c(OC)c1OC)C(C#N)=C(N)O2 (stereo not drawn)	99	.	2	-41	99	.	97	0.81	.
Cn1c(=O)c2c(nc(N3CCN(Cc4ccccc4)CC3)n2CCCc2ccccc2)n(C)c1=O	74	-21	-10	21	67	6	89	-0.4	-44
CCC1CCCCN1C(=O)CSc1nnc(-c2cccc(Cl)c2)o1 (stereo not drawn)	60	.	-6	.	107	.	108	.	.
Cc1ccc(CN2C(=O)CCC2C(=O)NCC2CCCO2)cc1 (stereo not drawn)	102	.	-4	-15	101	.	108	-0.04	.
COc1ccccc1N1CCN(C(=O)CCn2c(=O)[nH]c3ccsc3c2=O)CC1	91	-30	13	-3	88	4	105	0.18	19
O=C(c1cccn2c(=O)c3cc(Cl)ccc3nc12)N1CCN(Cc2ccc3c(c2)OCO3)CC1	91	-24	3	-104	70	14	97	0.27	22
Cc1cc(C)n(CC(=O)c2ccc(Br)cc2)c(=O)c1C#N	88	-23	8	11	100	-4	99	0.18	10
Cn1c(SCc2ccc(C#N)cc2)nnc1-c1ccccc1	.	20	0	19	109	9	98	0.62	-14
Cc1cc(C)n(-c2nnc(C)n2NS(C)(=O)=O)n1	103	3	5	5	102	-20	102	-0.04	17
COc1cccc(CNc2cccc3cccnc23)c1O	102	.	3	.	103	-11	101	-0.53	-7
Cc1nnc(SCc2nc(N)nc(Nc3ccccc3)n2)s1	87	13	-15	-5	110	12	111	-0.39	-4
COc1ccc(C(C)=O)cc1CSc1nnc(-c2ccc(Cl)cc2)n1-c1ccccc1	.	-4	.	13	.	1	.	-2	11
Cc1ccc(CCNC(=O)C23CN(Cc4ccccc4)CC2C(c2ccc([N+](=O)[O-])cc2)=NO3)cc1 (stereo not drawn)	.	4	.	8	.	9	.	.	2
CC(=O)Nc1ccc(S(=O)(=O)NCc2csc(C)n2)cc1	101	-8	-1	43	95	-1	95	0.37	-2
CC(C)CNS(=O)(=O)c1ccc(OCC(=O)Nc2ccc(F)cc2F)cc1	105	-16	1[fluorescence artefact?]	-23	92	11	95	0.76	7

# Overlap with the part before: 2 compounds, followed by the next part.
Molecule	H69AR inhibit	TNFa cytotox	Smad3 inh	IL1B cytotox	HUVEC inhibit	VCAM1 TNFa inh	Lung fibro prol	PTK2B oligo ant	cytoskel mod
CC(=O)Nc1ccc(S(=O)(=O)NCc2csc(C)n2)cc1	101	-8	-1	43	95	-1	95	0.37	-2
CC(C)CNS(=O)(=O)c1ccc(OCC(=O)Nc2ccc(F)cc2F)cc1	105	-16	1[fluorescence artefact?]	-23	92	11	95	0.76	7
CCOC(OCC)P(=O)(C(C)C)C(C)C	.	0	.	-14	.	27	.	-0.16	-3
CC1CCN(C(=O)CSc2nnc(-c3ccncc3)n2C)CC1	100	-7	4[fluorescence artefact?]	6	102	-8	98	1.3	-11
C/C(N)=C(/C#N)C(=O)CSc1nnc(Cc2ccccc2F)n1N	91	-15	11	4	88	-12	100	1.4	1
COC(=O)c1[nH]c2cc(C)ccc2c1NC(=O)CN1CCCc2ccccc21	.	-6	.	-13	.	-7	.	0.41	7
COc1ccccc1Nc1nnc(SCC(=O)N2CCCC2)s1	92	-14	7	-37	114	26	97	1.1	-1
COC(=O)C1=C(C)Nc2nnnn2C1c1cccs1 (stereo not drawn)	98	0	1	-16	95	-10	92	0.07	7
CCc1nc2c(oc3ccccc32)c(=O)[nH]1	86	28	-16	14	99	8	98	-0.5	-6
O=C(c1c(Cl)cccc1Cl)N1CCCCCC1	92	-38	6	5	111	-8	101	0.09	25
CC1(C)CC(=O)C=C(NC2CCCCCC2)C1	102	10	1	.	109	1	90	0.77	2
COc1ccc(-c2nc(N)n(C(=O)Cc3ccccc3)n2)cc1	94	-15	3	0	102	6	110	0.61	.
Cc1ccc(NCC(=O)N/N=C/c2cc3ccccc3nc2Cl)cc1	.	-1	.	19	.	22	.	-0.46	15
CN(C(=O)c1ccco1)c1nnc(C23CC4CC(CC(C4)C2)C3)s1	101	23	-6	-11	83	20	104	.	-11
CC(C)c1nnc(NC(=O)CCC(=O)NCc2cccs2)s1	91	-5	8	-10	92	-13	97	0.22	2
CCC(C)NS(=O)(=O)c1ccc(S(=O)(=O)N(CC(=O)Nc2ccccc2)Cc2ccco2)cc1 (stereo not drawn)	92	-8	16[fluorescence artefact?]	-11	86	-9	95	0.08	8
Cc1cccc(OCCCCCn2ccnc2)c1C	89	-36	-6	-8	96	10	100	-0.12	13
CN=C1c2cc3cc(OC)ccc3n2CCN1Cc1ccccc1	19*	-3	21[fluorescence artefact?]	.	58	3	46*	1.7	-12
FC(F)(F)c1cccc(CNc2ncccc2-c2nc3cc(Cl)ccc3o2)c1	.	-3	.	-42	.	3	.	0.77	-5
CS(=O)(=O)N(CC(=O)NCc1ccncc1)c1ccc(Cl)c(Cl)c1	87	-6	1	12	90	0	95	-0.44	2
COc1ccc(-c2cc(C(F)(F)F)n3nc(C(=O)N4CCCCC4)cc3n2)cc1OC	88	-9	-2	-25	93	-8	98	-0.13	8
Cc1ccsc1CNn1cnnc1SCc1ccccc1F	98	0	1	-10	89	1	100	-0.63	8
Cc1cccc(NC(=O)CSc2nnnn2C)n1	100	4	-3	-4	103	23	101	0.08	-24
Cn1c2ccccc2c2nnc(SC3CCOC3=O)nc21 (stereo not drawn)	78	-23	2	-20	87	20	95	0.08	-7
Nc1nnnn1/N=C\c1ccc(Cl)c([N+](=O)[O-])c1	.	1	.	-12	.	15	.	0.15	-19
Cc1ccc2nc(-c3ccc(NC(=O)CN(c4ccccc4C)S(C)(=O)=O)cc3)sc2c1	.	-7	.	-4	.	12	.	0.15	2
COc1ccc(OCCn2cncn2)cc1	86	-18	9	3	106	10	99	0.02	-7
Cc1oc2ccc(O)c(CN3CCOCC3)c2c1C(=O)c1ccc(Cl)cc1	.	-21	.	-5	.	-5	.	-1.6	.
NNC(=O)c1cn2ccccc2n1	.	-13	.	-12	.	4	.	1.9	14
CC(C)NC(=O)c1noc2cc([N+](=O)[O-])ccc12	.	-16	.	-23	.	3	.	1.1	-15
O=c1cc(NCC2CCCO2)[nH]c(=O)n1-c1ccc(Cl)cc1 (stereo not drawn)	94	-21	9	-15	95	-2	97	-0.05	10
CCCS(=O)(=O)N1CCC(C(=O)N2CCOCC2)CC1	109	10	2	-15	95	7	101	0.93	-10
Cc1nc(NC(=O)c2ccc(Br)o2)sc1C	74	-47	9	-19	84	-12	98	0.2	.
O=C(O)CSc1nc2ccccc2c(=O)[nH]1	.	-4	.	9	.	21	.	1	-19
Cc1c(C(=O)OC(C)C(C)C[N+](C)(C)C)oc2ccccc12 (stereo not drawn)	.	-14	.	-1	.	11	.	1.4	-4
CCCc1cc(-c2nc(N)ncc2-c2ccc3c(c2)OCCCO3)c(O)cc1OC	28*	-3	-9	-13	39	-8	95	-3.1*	7
Cc1ccccc1Cn1cc(NC(=O)c2cc3nc(-c4ccco4)cc(C(F)(F)F)n3n2)cn1	.	4	.	12	.	-6	.	-0.93	8
O=C(CSc1nnc(-c2cccs2)o1)NCC1CN(Cc2ccccc2)CCO1 (stereo not drawn)	85	7	-7	-8	86	16	83	1.2	-12
COC(=O)c1c(NC(=O)C(C)(C)C)sc2c1C(C(=O)OC)CC2 (stereo not drawn)	52	-23	3	-7	89	11	101	0.55	15
CCS(=O)(=O)N1CCN(Cc2ccncc2)CC1	101	-27	-2[fluorescence artefact?]	-150	100	4	102	-0.08	35
COC(=O)c1cc(NS(=O)(=O)c2ccc(N3CCCCC3)c([N+](=O)[O-])c2)cc(C(=O)OC)c1	.	-16	.	20	.	-12	.	-1.9	-13
C=CCn1c(SCC(=O)c2ccc(OC)cc2)nnc1-c1cc2cccc(OC)c2o1	86	0	-196	-4	97	17	99	0.75	2
COc1cc(C(=O)NCCN2CCOCC2)cc(OC)c1OC	106	-35	5	-2	100	2	111	0.32	.
CCc1ccc(NC(=O)C2C3C=CC(C4CC34)C2C(=O)O)cc1 (stereo not drawn)	94	-21	12	-183	93	15	88	1.4	3
CCCc1cc(=O)[nH]c(SCC(N)=O)n1	91	5	9	-157	94	6	99	0.28	18
CCN(CC)S(=O)(=O)c1cccc(C(=O)OCC(=O)N2CC(=O)Nc3ccccc32)c1	.	3	.	-24	.	-20	.	0.4	-19
COc1ccc(-n2nnnc2SCC(=O)Nc2nnc(C)s2)cc1	.	14	.	-17	.	-1	.	-0.47	-18
CN(C)S(=O)(=O)N(CC(=O)N1CCOCC1)c1ccccc1	101	4	6	6	113	-16	96	0.28	-27
Cc1cccc2cc(C#N)c(NCCNC(=O)NC3CCCCC3)nc12	76	-11	22[fluorescence artefact?]	-11	71	-2	89	0.58	17

# Reformatted: entries from further up.
# The line under a structure holds: H69AR inhibit, TNFa cytotox, Smad3 inh, IL1B cytotox, HUVEC inhibit, VCAM1 TNFa inh, Lung fibro prol, PTK2B oligo ant, cytoskel mod
Cc1c(C(=O)OC(C)C(C)C[N+](C)(C)C)oc2ccccc12 (stereo not drawn)
  ., -14, ., -1, ., 11, ., 1.4, -4
CCCc1cc(-c2nc(N)ncc2-c2ccc3c(c2)OCCCO3)c(O)cc1OC
  28*, -3, -9, -13, 39, -8, 95, -3.1*, 7
